Assay outcomes (PubChem)
GLS inh: blocks human kidney-isoform glutaminase activity; GLS enzymatic activity, qHTS titration; O94925; 0.21% of 410,000 active; Potency, µM (highest dose often 45.5 µM), inactives show at the top dose activity change, negative = inhibition, usual class: inhibitors; AID 624170; further: potency means the concentration at half of the fitted maximal effect; on the % scale 0 is the no-effect control and ±100 the full control effect
Target sequence (O94925 whole entry, looked up, canonical isoform): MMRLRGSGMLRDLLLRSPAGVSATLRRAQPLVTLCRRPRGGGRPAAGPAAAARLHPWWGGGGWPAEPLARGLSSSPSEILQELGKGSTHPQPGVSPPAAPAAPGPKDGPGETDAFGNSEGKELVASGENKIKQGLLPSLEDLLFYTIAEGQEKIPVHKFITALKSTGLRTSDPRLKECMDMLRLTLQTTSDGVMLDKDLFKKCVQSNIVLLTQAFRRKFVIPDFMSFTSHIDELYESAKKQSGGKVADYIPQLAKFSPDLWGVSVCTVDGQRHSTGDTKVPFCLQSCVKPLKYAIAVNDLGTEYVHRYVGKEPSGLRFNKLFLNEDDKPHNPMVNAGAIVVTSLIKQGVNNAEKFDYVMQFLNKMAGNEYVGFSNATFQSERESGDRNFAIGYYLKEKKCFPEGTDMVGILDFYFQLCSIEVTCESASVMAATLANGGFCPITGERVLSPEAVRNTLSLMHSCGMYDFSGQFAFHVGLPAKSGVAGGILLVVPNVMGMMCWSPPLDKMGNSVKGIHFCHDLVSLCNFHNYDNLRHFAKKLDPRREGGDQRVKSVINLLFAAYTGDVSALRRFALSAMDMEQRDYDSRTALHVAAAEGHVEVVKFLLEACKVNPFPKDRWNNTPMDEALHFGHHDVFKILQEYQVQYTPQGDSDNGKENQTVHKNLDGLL
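hKGA in 45 mM KH2PO4 (pH 8.2), 0.02% Tween-20 with compound, then 1mM L-Glutamine (stock as added) plus glutamate oxidase/HRP/Amplex red coupling mix. Fluorescence read initially and after 30 min at RT; signal change reflects glutamate formation.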
ERG Ets-DNA blk: ERG Ets/DNA interaction inhibition. P11308. fluorescence polarization, His-ERG Ets domain / labelled DNA. Potency, µM (top dose mostly 76.9 µM), without a hit: at the highest dose FP activity, negative = inhibition, hits mostly inhibitors. 0.028% of 370,000 active. AID 624246; active means well fitted inhibition curve with a large enough effect in the polarisation, with a control signal flat; inconclusive means small, poorly fitted or top-dose-only effect, or effect the other way, or a change in a side signal; inactive means no such curve, though single readings can be large or run the other way; the % refers to the polarisation;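 further: polarization taken with two DNA probes labelled with fluorescein and Texas red; potency means the concentration at half of the fitted maximal effect; % of control where 0% means no effect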
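His-tagged ERG Ets domain (1 uM in the protein solution; 300mM KCl, 50mM Tris-HCl, 1mM EDTA, 1mM DTT, pH 7.5) received compound, then a probe mix of 5 nM fluorescein-DNA and 100nM Texas-615-DNA. Fluorescence polarization was read for both dyes.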
RGS4 inh: human RGS4 inhibition. Potency, µM (titrated, usually from 114 µM), for the others: at the top dose activity change, negative = inhibition, actives largely listed as inhibitors. Transcreener GDP fluorescence polarization, RGS4-accelerated GTP hydrolysis. 0.039% of 390,000 active; further: potency means the concentration at half of the fitted maximal effect; on the % scale 0 is the no-effect control and ±100 the full control effect; nearly all actives have a fitted effect of over 75% in size; some results filed as inactive show a strong effect at the top dose
Target sequence (P49798 whole entry, looked up): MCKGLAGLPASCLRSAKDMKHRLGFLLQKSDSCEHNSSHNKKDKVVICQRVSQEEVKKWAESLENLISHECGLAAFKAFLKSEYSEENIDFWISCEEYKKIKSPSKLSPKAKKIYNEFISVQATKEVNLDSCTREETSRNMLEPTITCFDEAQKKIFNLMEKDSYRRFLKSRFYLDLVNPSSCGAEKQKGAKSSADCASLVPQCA
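MLSMR compounds (23 nl, pin-transferred) preincubated 10 min at room temperature with a 500nM (2x) first reagent, then RGS4 at 900nM (2x) plus Transcreener GDP mix added; fluorescence polarization (620/688 nm) read before and after 90 min at 30 °C.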
ALOX12 inh: ALOX12 (human) lipoxygenase inhibition; P18054; purified 12hLO, xylenol orange hydroperoxide absorbance; 1.1% of 580,000 active; Potency, µM (titrated, usually from 108 µM), for inactives: at the top dose activity change, negative = inhibition, actives largely listed as inhibitors; further: potency means the concentration at half of the fitted maximal effect; on the % scale 0 is the no-effect control and ±100 the full control effect
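Hydroperoxide product was detected by ferrous iron/xylenol orange as the 573 to 405 nm absorbance ratio. Arachidonic acid at 40 uM (final) was turned over for 30 min at room temperature by 150 nM human 12hLO, pH 7.0 Hepes buffer, after 15 min compound preincubation.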
HP1b binding inh: HP1-beta chromodomain-methylated histone interaction inhibition; 0.56% of 390,000 active; AID 540317; AlphaScreen HP1-beta / biotin-H3K9me3 peptide binding; Potency, µM (highest dose often 114 µM), for the others: top-dose activity change, negative = inhibition, most hits filed as inhibitors; P83916; further: potency means the concentration at half of the fitted maximal effect; nearly all actives have a fitted effect of over 70% in size; inactives centre near 23
Target sequence (P83916 whole entry, looked up): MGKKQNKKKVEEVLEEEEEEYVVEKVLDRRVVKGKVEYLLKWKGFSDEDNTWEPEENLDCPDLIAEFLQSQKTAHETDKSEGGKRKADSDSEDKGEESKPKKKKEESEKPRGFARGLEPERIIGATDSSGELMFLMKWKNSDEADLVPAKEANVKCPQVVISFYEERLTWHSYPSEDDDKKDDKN
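AlphaScreen: HP1-beta (50 nM) preformed 30 min with biotin-H3(1-18)K9me3 peptide (50 nM) in PBS pH 7.4, 0.01% Tween-20. Compound added for 30 min at RT, then streptavidin donor/nickel chelate acceptor beads (10 ug/mL) for 30 min.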
G9a block: G9a (human) methyltransferase inhibition. Q96KQ7. Potency, µM (highest dose often 102 µM), inactives show at the highest dose activity, negative = inhibition, most hits filed as inhibitors. G9a H3K9 monomethylation, AlphaScreen, 2 h. 8.8% of 350,000 active; further: potency means the concentration at half of the fitted maximal effect; on the % scale 0 is the no-effect control and ±100 the full control effect; nearly all actives have a fitted effect of over 75% in size
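Signal arises when biotinylated H3K9 peptide, once monomethylated, bridges streptavidin donor and antibody-captured acceptor beads. Enzyme at 20 nM was preincubated 15 min with test compounds; peptide 500 nM and SAM 20 uM then reacted for 2 h.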
BAZ2B block: BAZ2B (human) inhibition; 4.4% of 360,000 active; AlphaScreen BAZ2B-H3K14Ac peptide displacement; Q9UIF8; AID 504333; Potency, µM (doses to about 114 µM), without a hit: top-dose activity change, negative = inhibition, actives largely listed as inhibitors; further: potency means the concentration at half of the fitted maximal effect; on the % scale 0 is the no-effect control and ±100 the full control effect; nearly all actives have a fitted effect of over 60% in size
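AlphaScreen luminescence quantifies BAZ2B engagement of H3K14Ac peptide; the protein and biotinylated peptide are both at 50 nM final, buffer PBS pH 7.4 with 0.01% Tween-20, all steps at room temperature.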
JMJD2A Tudor inh: blocks the human JMJD2A Tudor domain; Potency, µM (titrated, usually from 114 µM), for inactives: at the top dose activity change, negative = inhibition, hits mostly inhibitors; O75164; 4.4% of 390,000 active; AID 504339; AlphaScreen JMJD2A-Tudor / H3K4me3 peptide binding; further: potency means the concentration at half of the fitted maximal effect; on the % scale 0 is the no-effect control and ±100 the full control effect; nearly all actives have a fitted effect of over 50% in size
PI4K2A inh: PI4K2A (human) kinase inhibition | purified PI4K2A, ADP-Glo luminescence, 1 h; stronger effect = lower value | activity change, negative = inhibition, % at 76.9 µM | AID 1346378 | Q9BTU6 | 0.13% of 420,000 active; in the data active means activity change below about -50%; inconclusive means mostly about -30% to -49%;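 further: -100% = wells without enzyme as full effect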
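ADP-Glo luminescence measured ADP generated by PI4K2A enzyme (4 ug/mL before mixing) with 1.2 mM PI substrate (pre-mix) and 300 microM ATP (pre-mix). Tris pH7.5 buffer with MgCl2, Triton X-100; 1 h reaction at ambient temperature.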
Starred values were filed as active, the others as inactive; i = inactive; ? = inconclusive; nt = not tested or not shown; [ ] = another dose, or the depositor's remark. Unless noted, the call rests on the fitted dose curve; in most records, active means well fitted curve in the direction sought with a large enough effect; inconclusive means small, poorly fitted or top-dose-only effect, or another doubt; inactive means no such curve, though single readings can be large; an effect the other way counts as inactive or inconclusive. A portion of the library, so the mix of outcomes need not match the whole.

SMILES	GLS inh	ERG Ets-DNA blk	RGS4 inh	ALOX12 inh	HP1b binding inh	G9a block	BAZ2B block	JMJD2A Tudor inh	PI4K2A inh
COc1cccc(C(=O)OCC(=O)NCCc2ccccc2)c1OC	-1%	-7%	6%[11.4 µM]	2%	73%[activator]	-20%	-1%	-5%	6
Cc1ccc2ccccc2c1NC(=O)Cn1nnc(-c2cccnc2)n1	-7%	3%	6%	-24%	21%	23%[12.7 µM]	-15%	-4%	-2
Cc1cccc(N(CC(=O)NCc2ccco2)C(=O)CCC(=O)Nc2nccs2)c1	-4%	-12%	2%	-1%	16%	nt	6%	1%	0
Cc1nc2ccccn2c1C(=O)NCc1cccnc1	2%	-3%	-10%	-13%	35%	1%	-3%	-1%	12
CN(C)CC(C)(C)CNC(=O)c1cc(Br)cc(Br)c1O	11%	2%	9%	?	14%	-26%	-18%	-17%	2
CCOC(=O)Cn1ncn(-c2ccc(OC(F)(F)F)cc2)c1=O	-6%	8%	-3%	38%[activator]	61%[activator]	21%	1%	5%	3
Cc1nn(-c2ccccc2)c(C)c1C(=O)OCC(=O)Nc1ccccc1	4%	-15%	-14%	-4%	27%	-22%[59 µM]	-2%	-10%	-11
O=C(NCCC1=CCCCC1)C(=O)NCC(c1ccco1)N1CCN(c2ccccc2F)CC1 (stereo unspecified)	7%	-4%	-13%	3%	4%	?	-3%	-18%	-1
CCc1ccc(NC(=O)N2CCN(Cc3cc(=O)n4nc(-c5ccccc5OC)sc4n3)CC2)cc1	6%	-1%	15%	-24%	23%[57 µM]	-4%[59 µM]	4%	-4%	4
C=CCn1c(COc2cccc3cccnc23)nnc1SCC(=O)O	-1%	5%	4%	8%	17%	-3%[59 µM]	-1%	-7%	-6
COc1ccc(NC(=O)CN(C)C(=O)CCCc2nc3ccccc3s2)cc1	4%	1%	-38%	5%	21%	0%	0%	-6%	-4
CCCCn1c(N)c(N(CCOC)C(=O)Cn2c(=O)cnc3ccccc32)c(=O)[nH]c1=O	0%	-5%	-15%	?	36%	?	-3%	8%	-3
O=C(CSc1nnc(-c2ccccc2)n1-c1ccc(Cl)cc1)N/N=C/c1ccco1	9%	3%	-11%	11%	?	-4%	-30%	-11%	-2
COc1ccc(NS(=O)(=O)c2cc(C(=O)N3CCCCCC3)ccc2C)cc1	63%[activator]	2%	3%	-4%	46%	nt	nt	-2%	-10
Cc1csc(CN(C)C(=O)CC2C(=O)NCCN2Cc2ccc(Cl)c(F)c2)n1 (stereo unspecified)	-1%	6%	5%	-7%	40%[activator]	40µM*	-22%	-10%	1
C=CCNC(=S)NNc1nc2sc3c(c2c(=O)[nH]1)CC(C)(C)OC3	28%	1%	-18%	-25%	8%	nt	-5%	-5%	-6
Cc1cc(C(=O)N2CCCC(N3CCN(c4ccccc4C)CC3)C2)nc(C)n1 (stereo unspecified)	18%	4%	0%	i	9%	2%	-21%	-8%	-1
Cc1ccc(NC(=O)CCOc2ccccc2)cc1S(=O)(=O)Nc1ccccc1Cl	14%	-9%	-10%	-6%	-6%	15%[59 µM]	-9%	-17%	5
O=C(NCCc1nc(-c2ccccc2)no1)c1ccco1	0%	-11%	-19%	-2%	31%	nt	nt	-20%	-1
Cc1csc(SCC(=O)NCCc2ccc(Cl)cc2)n1	1%	0%	-31%	-13%	33%	22%[59 µM]	4%	2%	2
CC1Cc2ccccc2N1C1=CC(=O)CC(C)(C)C1 (stereo unspecified)	10%	4%	-2%	-3%	40%[activator]	-5%	-35%	-1%	9
COc1ccc2sc(NC(C)=O)nc2c1	14%	-4%	6%	?	3%	?	-29%	-5%	-7
CC12CCC(=O)N1C(C(=O)NNC(=O)COc1ccccc1Cl)CS2 (stereo unspecified)	3%	8%	31%	16%	29%	25%[12.7 µM]	-5%	-17%	4
COc1ccccc1NC(=O)CCn1nc(-c2ccccc2OC)c2c(C)cc(C)nc21	2%	3%	0%	-23%	12%	-33%[59 µM]	-18%	-23%	-5
Cc1ccc(C2CC(=O)C=C(O)C2)cc1 (stereo unspecified)	-5%	-8%	-10%	nt	20%	-7%	3%	-7%	-4
O=C(NNc1c(Cl)cccc1Cl)c1sccc1Cl	-19%	7%	-35%	231%[activator]	72%[activator]	13µM*	-14%	-9%	1
COc1ccc(NC(=O)C(=O)NCC2(c3ccccc3)CCCC2)c(OC)c1	9%	-2%	23%	-1%	33%[activator]	1%[59 µM]	3%	-18%	-1
Cc1nn2c(-c3cccnc3)ccnc2c1-c1ccccc1	-7%	-1%	-7%	-13%	26%	6%[59 µM]	-2%	-1%	6
Cc1c(C(=O)OCC(=O)Nc2c(C)n(C)n(-c3ccccc3)c2=O)oc2ccccc12	-2%	-8%	-21%	-16%	27%	26%[59 µM]	-1%	-5%	-2
CCOCC(=O)Nc1cc(OC)c(Cl)cc1OC	-20%	3%	-22%	0%	55%	17%[12.7 µM]	-5%	8%	4
O=C(NCc1ccco1)C1CC(=O)N(c2cccc(Cl)c2)C1 (stereo unspecified)	-5%	-9%	1%	-22%	29%	-13%	2%	0%	-2
NS(=O)(=O)c1ccc2nc(NC(=O)c3ccc4c(c3)OCCO4)sc2c1	-1%	-5%	-2%	7%	69%[activator]	4%	-10%	-17%	-2
CC1CCC(C(C)C)C(OCC(O)CN2CCOCC2)C1 (stereo unspecified)	-1%	nt	5%	2%	17%	7%[12.7 µM]	-10%	-8%	-3
CC(C)Sc1ncnc2c1cnn2-c1ccccc1	-3%	-10%	-53%	21%	184%[activator]	326%[activator]	92%[activator]	161%[activator]	3
COc1ccc(C(=O)O)cc1S(=O)(=O)NC(C)C12CC3CC(CC(C3)C1)C2 (stereo unspecified)	3%	-4%	-4%	-12%	16%	-9%[2.33 µM]	5%	-14%	-10
CCCS(=O)(=O)N1CCN(CC2CC=CCC2)CC1 (stereo unspecified)	-8%	-7%	29%	-27%	-55%	7.1µM*	56µM*	0.89µM*	8
Cc1cc(=O)oc2cc(OCC(=O)Nc3cccnc3)ccc12	-5%	6%	21%	-8%	9%[57 µM]	nt	nt	-19%	5
COc1ccc(N2CCN(Cc3nc4c(c(=O)[nH]c(=O)n4C)n3Cc3ccccc3)CC2)cc1	6%	-1%	18%	?	18%	-2%[59 µM]	-4%	-16%	-16
CCCc1nn2c(=O)cc(CSCC(=O)Nc3cccc(C)c3)nc2s1	-1%	-7%	-24%	1%	41%[activator]	-9%	-9%	-6%	1
COCCNC(=O)COC(=O)c1ccc(OCC(=O)Nc2ccccc2OC)c(OC)c1	1%	2%	25%	2%	28%	36%	-3%	-12%	-2
COc1cccc(-n2cnc3cccc(N)c32)c1	39%[activator]	nt	2%	10%	-7%	?	-10%	-17%	-4
CC(=O)NS(=O)(=O)c1ccc(NC(=O)CCc2ccccc2)cc1	6%	1%	-15%	0%	27%	-30%[59 µM]	14%	-11%	6
COc1ccc(C(CCN(Cc2ccc(OC)c(OC)c2)C(C)=O)c2ccccc2)cc1 (stereo unspecified)	1%	6%	-4%	5%	6%	?	-26%	-34%	0
O=C(c1ccc(S(=O)(=O)Cc2ccccc2F)c([N+](=O)[O-])c1)N1CCCCCC1	0%	-1%	-9%	7%	-8%	?	-25%	-21%	-7
COCCNC(=O)c1ccc2c(c1)CCN2S(C)(=O)=O	-13%	-3%	-17%	0%	45%[activator]	-3%	-3%	2%	4
O=C(NCc1ccccc1)c1cc2ccc(O)cc2oc1=O	?	-3%	?	30%[activator]	17%	23%	9%	?	-16
Cc1c(C(=O)O)sc2nc3n(c(=O)c12)CCCCC3	8%	3%	12%	0%	34%	-2%[59 µM]	4%	-7%	-7
CCOC(=O)c1ccccc1-c1csc(NS(=O)(=O)c2ccc(Cl)cc2)n1	38%[activator]	-8%	-25%	-13%	20%	-35%[59 µM]	56µM*	-11%	-5
Cc1cc(C(=O)OCC(=O)N(CC(C)C)c2c(N)n(Cc3ccccc3)c(=O)[nH]c2=O)c2ccccc2n1	3%	1%	-10%	6%	18%	7%[2.33 µM]	7%	-14%	0
Fc1ccc(-n2cc(-c3ccccc3)c3c(NC4CCCCC4)ncnc32)cc1	3%	7%	-31%	-14%	32%	-6%[59 µM]	?	-22%	2
Cc1ccc(NC(=O)C(=O)NCC(c2cccnc2)N2CCN(c3ccccc3F)CC2)cc1Cl (stereo unspecified)	-4%	-3%	-10%	-11%	48%[activator]	-3%[59 µM]	-6%	-11%	1
CCC(NC(=S)Nc1ccccc1)C(=O)O (stereo unspecified)	6%	-1%	-8%	-11%	48%[activator]	-2%[59 µM]	7%	-11%	-1
Cc1c2cnn(-c3ccccc3)c(=O)c2c(C)n1CC(=O)N1CCN(c2cccc(Cl)c2)CC1	1%	-5%	-7%	-1%	36%	-25%[59 µM]	-39%	-15%	-3
Cc1ccc(C(=O)c2nc(C(=O)NCCO)nc3ccccc23)cc1	-3%	6%	7%	3%	18%	8%[0.501 µM]	-2%	-10%	0

Entries listed above that bear a hit mark in JMJD2A Tudor inh.
SMILES	GLS inh	ERG Ets-DNA blk	RGS4 inh	ALOX12 inh	HP1b binding inh	G9a block	BAZ2B block	JMJD2A Tudor inh	PI4K2A inh
CCCS(=O)(=O)N1CCN(CC2CC=CCC2)CC1 (stereo unspecified)	-8%	-7%	29%	-27%	-55%	7.1µM*	56µM*	0.89µM*	8
